# Assay outcomes as filed in PubChem.
# DAX1 inh-1 – DAX1 (NR0B1) inhibitors on StAR promoter, primary screen, cell-based, luminescence, SF-1 (NR5A1), full-length DAX-1; HEK293T StAR-luciferase reporter, SF-1/DAX-1 repression relief; inhibition, % at 6.8 µM; actives 1.1% (n = 370,000); AID 652010, 2013;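 active means inhibition above the mean over all tested compounds plus 3 SD, cut at about 3.6% in these data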;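 further: 0% = DAX-1 cells with DMSO and 100% = cells lacking DAX-1 with DMSO; higher inhibition means more luminescence from relief of DAX-1 repression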
# SMARCA2 activ – SMARCA2 (BRM) function activators, primary screen, cell-based, luminescence, high throughput | MG213 cells, MMTV-luciferase reporter, dexamethasone, overnight | activation, % at 9.1 µM | actives 1% (n = 370,000); in the data active means activation above about 7.8%;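 further: 0% = vehicle wells and 100% = reference activator wells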
# NR1D1 modulator – modulators of Rev-erb alpha DNA binding, primary screen, biochemical, FITC-DNA, fluorescence polarization, uHTS; actives 0.79% (n = 370,000); activity, % at 10 µM; Nuclear receptor subfamily 1 group D member 1 (Homo sapiens), P20393; Rev-erbα–FITC-DNA binding, 90 min;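 active means activity above about 14%, limit read from the data; passing the limit was not always enough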;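 further: 0% = DMSO wells with 35 nM protein and 100% = DMSO wells with 750 nM protein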
# DAX1 inh-2 – DAX1 (NR0B1) inhibitors, primary screen, cell-based, HEK293, Gal4-DAX1, luciferase luminescence | Nuclear receptor subfamily 0 group B member 1 (Homo sapiens), P51843 | HEK293 Gal4-DAX1 luciferase reporter | inhibition, % at 6.75 µM | actives 0.99% (n = 340,000) | AID 504766, 2011;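 active means inhibition above the mean over all tested compounds plus 3 SD, cut at about 4.2% in these data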;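 further: 0% = DAX1-transfected cells with DMSO and 100% = empty-vector control cells with DMSO; inhibition shows as a rise in luminescence from relieved DAX1 repression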
# Target sequence (P51843 207-470 limits assumed): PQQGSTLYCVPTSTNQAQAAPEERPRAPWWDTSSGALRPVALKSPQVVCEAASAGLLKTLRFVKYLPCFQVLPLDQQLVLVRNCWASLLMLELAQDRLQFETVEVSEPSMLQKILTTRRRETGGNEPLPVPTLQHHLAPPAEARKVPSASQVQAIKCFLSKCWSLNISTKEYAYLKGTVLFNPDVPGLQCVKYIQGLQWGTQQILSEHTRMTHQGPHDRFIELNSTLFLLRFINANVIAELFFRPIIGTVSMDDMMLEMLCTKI
# PG9 binder – binders of HIV-1 gp120 antibody PG9, primary screen, biochemical, TR-FRET; HIV-1 gp120 / PG9 antibody interaction; TR-FRET gp120-PG9 antibody binding; inhibition, % at 6.7 µM; actives 0.43% (n = 360,000); AID 624416, 2012; in the data active means inhibition above about 8.5%
# hgDAF-12 ag – H. glycines DAF-12 receptor agonists, primary screen, cell-based, luminescence, HEK293, GAL4 fusion, UAS-luciferase; Nuclear hormone receptor DAF-12 (Heterodera glycines), GAL4 fusion; AID 687014, 2013; activation, % at 6.8 µM; HEK293 GAL4-hgDAF12 UAS-luciferase reporter, agonist luminescence; normalized to butyrate control; actives 1.8% (n = 370,000);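 active means activation above a cutoff set at the mean of all screened compounds plus 3 SD, cut at about 10% in these data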;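 further: 0% = DMSO wells and 100% = sodium butyrate wells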
# PLC-beta3 inh – human PLC-beta3 inhibitors, primary screen, biochemical, fluorescence; Purified PLC-beta3, fluorogenic substrate; actives 0.18% (n = 370,000); 1-phosphatidylinositol 4,5-bisphosphate phosphodiesterase beta-3 (Homo sapiens), Q01970; inhibition, % at 12.2 µM; AID 720704, 2013; in the data active means inhibition above about 11%;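 further: 0% = median of compound wells on plate and 100% = full blocker control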
# FXN GAA850 act – FXN promoter activators, primary screen, cell-based, luciferase luminescence, HEK293 lucGAA850; actives 0.56% (n = 360,000); activation, % at 6 µM; HEK293 lucGAA850 FXN promoter luciferase reporter, 24 h; percent of 10 µM SAHA response; AID 540364, 2011;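 active means activation above the average of all compounds screened plus 3 SD, cutoff fixed separately per campaign, cut at about 7.5% in these data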;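 further: 0% = DMSO wells and 100% = 10 µM SAHA wells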
# ssDAF-12 act – S. stercoralis DAF-12 nuclear receptor activators, primary screen, cell-based, luminescence, HEK293, GRIP1 co-expression, lit1-tk-luc; activation, % at 6.8 µM; HEK293 ssDAF-12/GRIP1 lit1-tk-luc reporter; % of 3 µM dafachronic acid response; actives 1% (n = 370,000); AID 652126, 2013;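 active means activation above the mean over all tested compounds plus 3 SD, cut at about 0.9% in these data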;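 further: 0% = DMSO-only wells and 100% = 3 µM delta7-dafachronic acid wells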
# hcDAF12 agonist – H. contortus DAF-12 nuclear receptor activators, primary screen, cell-based, luminescence, HEK293, lit1-tk-luc reporter | HEK293 hcDAF-12 lit1-tk-luc reporter; 0% DMSO, 100% Δ7-dafachronic acid | activation, % at 6.8 µM | actives 1.4% (n = 370,000);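 active means activation above the mean of all tested compounds plus 3 SD, cut at about 5.5% in these data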;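 further: 100% = response to 3 µM Δ7-dafachronic acid high control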
# sPLA2-III inh – human group III sPLA2 inhibitors, primary screen, biochemical, QFRET, BODIPY PC-A2 liposome substrate. Group 3 secretory phospholipase A2 (Homo sapiens), Q9NZ20. QFRET BODIPY PC-A2 liposome hydrolysis, fluorescence. inhibition, % at 12.2 µM. actives 0.56% (n = 370,000);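 active means inhibition above mean plus 3 SD of compounds lying within the high and low control bounds, cut at about 19% in these data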;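 further: 0% = median of test compound wells and 100% = no enzyme DMSO wells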
# Target sequence (Q9NZ20 whole entry, looked up): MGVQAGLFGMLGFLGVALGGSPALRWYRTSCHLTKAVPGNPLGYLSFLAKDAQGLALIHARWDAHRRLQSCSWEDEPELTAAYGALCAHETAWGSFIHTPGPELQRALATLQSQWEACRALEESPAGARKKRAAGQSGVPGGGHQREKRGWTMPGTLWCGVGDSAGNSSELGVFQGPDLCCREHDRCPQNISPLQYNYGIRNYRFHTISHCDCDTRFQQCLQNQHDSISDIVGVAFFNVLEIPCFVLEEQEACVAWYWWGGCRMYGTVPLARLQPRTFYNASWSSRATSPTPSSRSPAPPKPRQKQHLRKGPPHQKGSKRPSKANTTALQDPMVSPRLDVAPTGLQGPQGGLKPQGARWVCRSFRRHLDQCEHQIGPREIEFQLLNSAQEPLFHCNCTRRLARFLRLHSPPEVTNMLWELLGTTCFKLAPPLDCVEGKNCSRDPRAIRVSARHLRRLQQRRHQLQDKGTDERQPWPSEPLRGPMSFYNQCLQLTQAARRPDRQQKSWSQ
# An asterisk follows results filed as active; · = not tested or not shown; & = joins results of further samples.
# A first look (2 entries):
entry	SMILES	DAX1 inh-1	SMARCA2 activ	NR1D1 modulator	DAX1 inh-2	PG9 binder	hgDAF-12 ag
1	CCC[C@H]1[C@@H](NC(=O)c2ccc(C)cc2)CC[C@@]23CCCN2C(=O)CCC[C@@H]13	·	·	1	·	·	1.2
2	Cc1ccccc1NC(=O)C1CC(=O)N(c2ccc3c4c(cccc24)CC3)C1 (stereo not drawn)	0.6	-1	-3	-0.8	-0.2	0.1

entry	PLC-beta3 inh	FXN GAA850 act	ssDAF-12 act	hcDAF12 agonist	sPLA2-III inh
1	-2	·	-1.7	-3.5	2
2	1	0.2	-1.1	-0.9	-23

# The whole of this part, previewed entries included:
entry	SMILES	DAX1 inh-1	SMARCA2 activ	NR1D1 modulator	DAX1 inh-2	PG9 binder	hgDAF-12 ag
1	CCC[C@H]1[C@@H](NC(=O)c2ccc(C)cc2)CC[C@@]23CCCN2C(=O)CCC[C@@H]13	·	·	1	·	·	1.2
2	Cc1ccccc1NC(=O)C1CC(=O)N(c2ccc3c4c(cccc24)CC3)C1 (stereo not drawn)	0.6	-1	-3	-0.8	-0.2	0.1
3	CCCCn1c(N)c(N(CCOC)C(=O)CCS(=O)(=O)c2ccc(Cl)cc2)c(=O)[nH]c1=O	-0.5	-2	-4	2.3	3.4	-1.2
4	COc1c(C)cc(C(O)c2ncc(-c3ccccc3Cl)[nH]2)cc1C (stereo not drawn)	-1.2	-5	4	·	-0.9	2.4
5	COC(=O)[C@@H]1C[C@@]2(O)[C@H](O)[C@H](O)[C@H](O)C[C@H]2N1Cc1cc(OC)cc(OC)c1	0.5	-2	2	0.1	-4.5	-1.7
6	OCCC1CN(Cc2cnc(N3CCCC3)s2)CCN1C1CCCC1 (stereo not drawn)	0.2	1	0	2.1	0.3	0.5
7	Cc1ccc(S(=O)(=O)CCC(=O)OCC(=O)NCc2ccccc2)cc1	0.0	-1	-6	0.3	-1.9	2.1
8	c1ccc(CNc2nc3ccccc3n2CCN2CCOCC2)nc1	0.1	-1	8	-0.1	0.8	2.4
9	COc1cccc(CN2CC(C(=O)N(C)Cc3ccnc4ccccc34)CCC2=O)c1 (stereo not drawn)	-0.3	-2	5	-0.8	1.1	1.7
10	C[C@@H](c1ccccc1)N1C[C@H](COCc2ccccc2)Oc2cc(N3CC[C@@H](N(C)C)C3)ccc2S1(=O)=O	-1.4	-4	0	·	-2.3	-1.8
11	C=C(C)COc1ccc(-c2[nH]ncc2-c2ccc(OC)c(OC)c2)c(O)c1	-1.9	-5	1	-3.0	0.9	-1.8
12	COC(=O)N/N=C/c1cccc([N+](=O)[O-])c1	-0.1	4	9	-1.1	-1.0	0.1
13	CC(=O)c1cccc(NC(=O)COC(=O)c2cccs2)c1	-0.3	2	-2	0.0	-2.5	3.0
14	COc1cccc(/C(O)=C2/C(=O)C(=O)N(c3cc(C)on3)C2c2cccs2)c1 (stereo not drawn)	0.3	0	1	-0.4	1.6	4.2
15	N#C/C(=C\C1CC2C=CC1C2)c1nc2ccccc2[nH]1 (stereo not drawn)	-1.0	0	2	-0.6	1.3	4.6

entry	PLC-beta3 inh	FXN GAA850 act	ssDAF-12 act	hcDAF12 agonist	sPLA2-III inh
1	-2	·	-1.7	-3.5	2
2	1	0.2	-1.1	-0.9	-23
3	-10	0.6	-1.1	-0.1	7
4	2	1.8	-1.2	-1.4	-6
5	6	0.9	-1.3	-0.2	2
6	-8	-0.1	-1.6	0.4	4
7	-6	1.0	-0.3	1.0	5
8	0	0.4	-1.4	1.6	-1
9	-7	2.7	-0.8	0.6	5
10	2	·	-1.2	1.3	-11
11	-2	-6.4	-2.2	-2.2	-35
12	-4	0.8	-1.2	-1.5	5
13	3	0.5	-1.1	-0.3	2
14	-5	1.9	-0.5	-0.7	-6
15	-120	0.3	-1.4	-0.2	-2

# Further results follow:
entry	SMILES	DAX1 inh-1	SMARCA2 activ	NR1D1 modulator	DAX1 inh-2	PG9 binder	hgDAF-12 ag
16	Cc1ccc(C(=O)OCC(=O)NCc2ccc3c(c2)OCO3)s1	-0.3	-1	3	-0.5	0.9	0.9
17	CN1C(C)(C)CCCC1(C)C	0.3	-1	8&3	-1.4	-0.9	0.3
18	Cc1ccccc1-n1c(=O)c(C#N)cc2c(=O)n3ccccc3nc21	-1.0	-2	0	0.3	2.5	-0.4
19	N#Cc1nnn2c1nc(N)c1c(Cl)cccc12	-0.2	1	37*	·	-0.6	1.5
20	CC(C)(C)CSc1nnc(-c2cccnc2)n1Cc1ccccc1	0.0	-2	15	·	·	0.2
21	NC(=O)c1nn(-c2ccccc2)nc1N	0.1	-2	1	1.0	2.0	0.7
22	Cc1cccc(OCCCC(=O)NC(C)c2ccccc2)c1 (stereo not drawn)	0.2	0	-3	-0.8	-2.3	1.0
23	CCOC(=O)N1CCC(c2nc3ccccc3[nH]2)CC1	0.8	2	2	2.5	1.8	0.7
24	Cc1[nH]c2ccccc2c1C(=O)C(=O)NC1CC1	0.2	0	2	0.9	-1.1	0.6
25	N/C(Cn1nnc(-c2ccccc2)n1)=N\O	-0.4	2	4	0.0	1.1	-1.3
26	O=C(NCCSCc1ccco1)Nc1cccc(Cl)c1	0.4	4	8	2.7	-2.0	1.7
27	O=C(NCCS(=O)(=O)N1CCN(Cc2ccccc2)CC1)c1ccccc1	0.2	-3	-6	0.3	-0.8	1.9
28	Cc1ccnc(NC(=O)C2CCN(S(=O)(=O)c3c(C)c(C)cc(C)c3C)CC2)c1	-2.0	9.5*	3	-0.1	-1.1	15*
29	NS(=O)(=O)c1ccc(CCNC(=O)c2ccc(Cl)nc2)cc1	-0.1	0	-7	0.0	-0.2	-0.8
30	O=C(CCn1c2c(c3ccccc31)CCCC2)NNC(=O)c1ccccc1Cl	-0.1	-2	5	0.0	1.9	0.4

entry	PLC-beta3 inh	FXN GAA850 act	ssDAF-12 act	hcDAF12 agonist	sPLA2-III inh
16	0	0.2	-1.8	-0.6	-6
17	3	2.5	-1.3	-2.2	2
18	-464	0.1	-0.5	-0.5	4
19	-21	·	-1.8	0.5	3
20	2	·	-1.4	-2.6	-1
21	-209	-1.7	-0.6	1.2	1
22	5	-1.2	-1.3	-1.4	1
23	0	5.6	-0.7	-1.1	1
24	-8	1.8	-0.2	2.9	10
25	2	0.8	-1.9	-2.2	6
26	3	2.9	-0.3	0.0	-20
27	-4	2.6	-1.0	-0.5	-2
28	-2	2.7	-1.1	0.5	-24
29	-4	0.2	-0.3	-1.0	-1
30	-7	1.0	-0.9	-4.2	-7

# Further structures:
entry	SMILES	DAX1 inh-1	SMARCA2 activ	NR1D1 modulator	DAX1 inh-2	PG9 binder	hgDAF-12 ag
31	C/C(CC(=O)Nc1cccc(C(F)(F)F)c1)=N\NC(=O)c1cnccn1	0.7	2	-3	0.1	-1.4	2.5
32	O=C(CN1CCOCC1)Nc1ccccc1NC(=O)C1CCN(c2ncccn2)CC1	1.3	-1	-1	0.8	-0.2	-1.0
33	CCCC(C)NC(=O)/C=C/c1cccc([N+](=O)[O-])c1 (stereo not drawn)	-0.8	0	-1	-0.9	3.4	1.5
34	CCC(Sc1nc2cc(OC)c(OC)cc2c(=O)n1CCc1ccc(S(N)(=O)=O)cc1)C(=O)NCCOC (stereo not drawn)	-0.4	-4	-2	-0.4	-0.7	-3.2
35	CC(C)C1(c2ccsc2)NC(=O)NC1=O (stereo not drawn)	0.0	5	-3	0.6	0.3	1.0
36	CCc1cccc(NC(=O)NC(=O)Cn2nnc(C(=O)OC)c2C(=O)OC)c1	0.4	5	-3	0.0	-1.9	0.8
37	O=C(Nc1nccs1)c1cc(-c2ccncc2)nc2ccccc12	-0.7	-1	3	-0.2	-0.7	0.7
38	Cc1cccc(-n2cnc3sc(C)c(C)c3c2=O)c1	0.0	-3	4	-1.6	-0.4	0.0
39	COc1ccc(CCNC(=O)C(=O)c2cn(CC(=O)N3CCCC3)c3ccccc23)cc1OC	-1.1	-4	-7	3.5	-2.4	2.4
40	Cc1cccc(C)c1NC(=O)Nc1ccc2c(c1)OCO2	0.0	1	-2	-1.8	-0.6	1.2
41	Cc1noc(NS(=O)(=O)c2ccc(N/C=C\C(=O)c3cccc4ccccc34)cc2)c1C	1.5	0	-6	6.6*	-1.1	0.8
42	COC(=O)[C@H](C)NC(=O)Nc1ccccc1C(F)(F)F	0.0	0	1	-0.2	-1.6	-0.3
43	CC1(NC(=O)c2cc(-c3cccs3)nn2-c2ccccc2)CCS(=O)(=O)C1 (stereo not drawn)	-1.6	-2	0	-0.9	-0.1	-0.8
44	Cc1nc(-c2ccc(Cl)cc2)sc1C1(C)CC(c2ccncc2)=NO1 (stereo not drawn)	-0.8	2	-2	-1.3	0.0	0.9
45	CCCCSc1n[nH]c(N)n1	0.2	-1	3	-0.5	-0.6	1.7
46	O=C(NCc1ccccc1Cl)C1CCC(=O)N(CCCN2CCCC2=O)C1 (stereo not drawn)	-0.6	0	0	0.1	-1.1	1.9
47	COc1ccc(NC(=O)C2CC(=O)N(Cc3ccc(C)cc3)C2)cc1S(=O)(=O)N1CCCCC1 (stereo not drawn)	-0.7	-3	0	-2.8	-0.9	-2.7
48	CCN=C(NCC)SC1CC(=O)N(c2cccc(OCC)c2)C1=O (stereo not drawn)	-0.4	-1	4	0.7	-0.5	-2.1

entry	PLC-beta3 inh	FXN GAA850 act	ssDAF-12 act	hcDAF12 agonist	sPLA2-III inh
31	-1	4.2	-0.5	0.1	-20
32	-11	1.3	-1.0	-1.6	3
33	1	-0.6	-1.4	1.1	5
34	-1	0.1	-1.2	-1.1	5
35	0	-0.4	-0.9	-1.7	3
36	4	-2.4	-1.0	-1.9	-31
37	-10	0.8	-0.1	1.3	-3
38	-3	1.6	-1.2	-0.2	1
39	-6	0.6	-1.3	0.7	-3
40	0	4.0	-1.2	1.0	10
41	-18	2.6	0.0	1.4	-25
42	3	-1.0	-0.9	0.0	2
43	-8	-1.3	-0.8	-1.9	1
44	2	0.3	-1.2	-0.6	-1
45	-1	0.8	0.7	-0.7	1
46	-10	1.4	-1.7	0.8	2
47	1	0.5	-1.9	-2.4	-27
48	-1	3.8	-1.0	-0.9	-12
